# HEK293 tox = cytotoxicity counter-screen for GLP-1 receptor inverse agonists; HEK293 cAMP-luciferase reporter cells, luminescence, 24 h; Potency, µM (series often up to 38.3 µM), without a hit: top-dose activity change, negative = inhibition, actives largely listed as inhibitors; 410,000 compounds, 0.13% hits; AID 624418;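 also: loss of luciferase light is scored as toxicity; potency is read from the fitted curve at half-maximal effect; % is scaled to controls: 0 for no effect and ±100 for the full control effect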
#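 Here, cytotoxicity is scored as loss of luminescence. The MLSMR collection was tested on cells seeded in medium containing 10% Nu serum, with a 24 hr compound exposure preceded by 12 hours of culture.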
# EPAC1 antagonist = blocks human EPAC1 exchange factor. EPAC1 GEF assay, Rap1b-BODIPY-GDP exchange fluorescence. O95398. 360,000 compounds, 0.14% hits. Potency, µM (series often up to 115 µM), inactives show at the top dose activity change, negative = inhibition, hits mostly inhibitors;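 also: potency is read from the fitted curve at half-maximal effect; plate controls were vehicle for no effect and positive control for full effect; nearly all actives have a fitted effect of over 50% in size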
# EPAC1 agonist = EPAC1 (human) agonism. O95398. EPAC1 agonist qHTS, biochemical assay; response scale: 100% = response to 6.5 mM cAMP. Potency, µM (top dose mostly 154 µM), for inactives: at the top dose activation, actives largely listed as activators. 360,000 compounds, 0.073% hits. AID 720707; also: potency is read from the fitted curve at half-maximal effect; nearly all actives have a fitted effect of over 60% in size
#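 Nucleotide exchange assay: 100 nM EPAC1 with 250 nM Rap1B loaded with BODIPY-GDP and 50 uM GDP, room temperature. Fluorescence (480/540 nm) read every 5 min for 30 min; signal change normalized to 6.5 mM cAMP as full agonist.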
# IL-2 act = activators of IL-2; 360,000 compounds, 0.065% hits; IL-2 activation reporter assay, cell-based qHTS; stimulated with anti-CD3/CD4/CD28 beads; in transgenic mouse T cells; AID 652025; activation, % (series mostly up to about 46 µM); in the data active = activation above about 50%; inconclusive = mostly about 30% to 49%; also: 0% is about no effect
#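 Quantitative HTS in unstimulated transgenic mouse T cells, with memory T cells as non-tolerant control and PMA/ionomycin as tolerance-bypass control. Compound pretreatment lasted 60 minutes before 18 h bead stimulation; EGFP/DsRed fluorescence read.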
# PTHR1 ag = activates the human parathyroid hormone receptor PTHR1; Q03431; HEK293 GP2 PTHR1 cells, GloSensor cAMP luminescence, 1 h; Potency, µM (titrated, usually from 115 µM), without a hit: top-dose activation, usual class: activators; 410,000 compounds, 0.075% hits; AID 743266; also: potency is read from the fitted curve at half-maximal effect; nearly all actives have a fitted effect of over 55% in size; some results filed as inactive show a strong effect at the top dose; inactives centre near -15; many of its hits are not listed in these tables
# Target sequence (Q03431 whole entry, looked up): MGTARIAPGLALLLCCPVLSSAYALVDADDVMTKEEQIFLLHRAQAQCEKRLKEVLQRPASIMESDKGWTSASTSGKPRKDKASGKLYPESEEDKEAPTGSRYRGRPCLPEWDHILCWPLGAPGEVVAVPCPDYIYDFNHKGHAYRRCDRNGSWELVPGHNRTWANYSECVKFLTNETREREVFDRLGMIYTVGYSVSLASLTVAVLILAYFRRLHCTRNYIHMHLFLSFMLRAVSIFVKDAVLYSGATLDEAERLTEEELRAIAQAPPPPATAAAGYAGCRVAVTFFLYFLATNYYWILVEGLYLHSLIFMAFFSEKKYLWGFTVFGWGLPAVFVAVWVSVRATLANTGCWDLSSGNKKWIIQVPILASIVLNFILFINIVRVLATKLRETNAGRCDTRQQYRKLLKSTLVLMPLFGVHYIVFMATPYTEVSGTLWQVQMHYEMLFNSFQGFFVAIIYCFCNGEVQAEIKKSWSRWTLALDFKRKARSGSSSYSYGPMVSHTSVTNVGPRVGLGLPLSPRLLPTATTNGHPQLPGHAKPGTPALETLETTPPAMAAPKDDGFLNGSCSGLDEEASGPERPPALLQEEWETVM
#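 HEK-293-derived GP2 cells expressing PTHR1 and a GloSensor cAMP reporter, 3,000/well, plated overnight, given luciferin plus IBMX (each 0.5 mM as added) for 1 h at 37 °C, then compound for 1 h at 37 °C. Luminescence was read after 15 min at room temperature.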
# GLP-1R inv ag = inverse agonists of human GLP-1 receptor; P43220; AID 624417; HEK293 GLP-1R CRE-luciferase, luminescence, 24 h; GLP-1R form is constitutively active; Potency, µM (doses to about 38.3 µM), for inactives: top-dose activity change, negative = inhibition, usual class: inhibitors; 410,000 compounds, 1.6% hits; also: potency is read from the fitted curve at half-maximal effect; % is scaled to controls: 0 for no effect and ±100 for the full control effect; nearly all actives have a fitted effect of over 55% in size
#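 Readout was luciferase luminescence, measured 12 min after detection reagent at room temperature. Beforehand, GLP-1R reporter HEK293 cells had sat 12 h, then received compounds for 24 hr at 37 deg C.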
# GLP1R ag = agonists of human GLP-1 receptor; 380,000 compounds, 0.007% hits; AID 624172; P43220; Potency, µM (series often up to 45.6 µM), for the others: at the highest dose activation, usual class: activators; HEK293 GLP-1R CRE-luciferase, luminescence, 4-6 h; cells express a hypersensitive GLP-1R form; also: potency is read from the fitted curve at half-maximal effect; % of control where 0% means no effect
# PI5P4K alpha inh = PI5P4K alpha (human) kinase inhibition. 330,000 compounds, 1.2% hits. AID 652105. max response, %. PI5P4Kalpha enzyme, ADP-Glo luminescence, 60 min; stronger effect = lower value. P48426; active = max response of -50% or lower; inconclusive = between -30% and -50%; inactive = -30% or higher; also: value at the top dose of about 77 µM; % is scaled to controls: 0 for no effect and ±100 for the full control effect
# Target sequence (P48426 whole entry, looked up): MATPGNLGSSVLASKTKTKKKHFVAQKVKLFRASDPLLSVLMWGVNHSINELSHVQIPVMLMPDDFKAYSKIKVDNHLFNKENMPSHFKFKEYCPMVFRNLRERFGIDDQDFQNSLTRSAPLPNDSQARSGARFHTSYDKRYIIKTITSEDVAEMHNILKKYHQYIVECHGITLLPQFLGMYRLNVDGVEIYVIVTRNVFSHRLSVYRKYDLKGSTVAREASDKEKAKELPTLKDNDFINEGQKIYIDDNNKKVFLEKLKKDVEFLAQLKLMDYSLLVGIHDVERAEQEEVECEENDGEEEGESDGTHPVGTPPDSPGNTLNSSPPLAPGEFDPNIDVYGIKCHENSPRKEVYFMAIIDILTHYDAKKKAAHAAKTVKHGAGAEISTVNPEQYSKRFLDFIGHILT
#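 Enzyme plus substrate dispensed, test compounds pinned in, then ATP (5 microM final) added. After 60 min at RT, ADP-Glo reagent 1 for 45 min and reagent 2 for 30 min preceded luminescence imaging.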
# PLK1 PBD block = blocks phosphopeptide binding to human PLK1 polo-box domain. Plk1 PBD binding of FITC phosphopeptide, fluorescence polarization. Potency, µM, without a hit: max response, negative = inhibition, hits mostly inhibitors. 360,000 compounds, 2.8% hits; also: potency is read from the fitted curve at half-maximal effect; series mostly up to about 57 µM; % is scaled to controls: 0 for no effect and ±100 for the full control effect; nearly all actives have a fitted effect of over 65% in size
# Starred values were filed as active, the others as inactive; i = inactive; u = inconclusive; x = no result given; [ ] = another dose, or the depositor's remark. Unless noted, calls follow the shape of the dose curve; as a rule, active = well fitted curve in the direction sought with a large enough effect; inconclusive = small, poorly fitted or top-dose-only effect, or another doubt; inactive = no such curve, though single readings can be large; an effect the other way counts as inactive or inconclusive.
SMILES,HEK293 tox,EPAC1 antagonist,EPAC1 agonist,IL-2 act,PTHR1 ag,GLP-1R inv ag,GLP1R ag,PI5P4K alpha inh,PLK1 PBD block
CC(OCC(O)CN(C)Cc1nc2ccccc2c(=O)[nH]1)c1ccc(Cl)cc1 (configuration not stated),-27%,-13%,-7%,-1.4,-33%[inhibitor],10µM*,23%,-9,-17%
COC(=O)C[C@@H]1C[C@H]2c3cc(NC(=O)Nc4ccccc4F)ccc3O[C@H]2[C@H](CO)O1,2%,-10%,3%,1.1,-20%,-29%,-1%,1,4%
C=CCNc1nnc(SCC(=O)N2CCCCC2)c2ccccc12,-21%,-3%,-6%,-1.1,i,0%,-3%,x,-15%
O=C(COc1ccc(Cl)cc1Cl)NCCC1=CCCCC1,4%,-12%,7%,-1.1,-21%,u,11%,12,-4%
Cc1ccccc1-c1ncc(CN2CCC(CO)(CCCc3ccccc3)CC2)cn1,2%,-7%,11%,-0.5,-30%[inhibitor],u,19%,19,-8%
Cc1nc(CN(C)C(=O)c2ccccc2OC2CCN(S(C)(=O)=O)CC2)cs1,9%,2%,7%,0.1,-19%,15%,1%,-8,-14%
OC1(c2cccs2)CN(c2ccc(Br)cc2)C2=[N+]1CCCS2 (configuration not stated),-23%,4%,10%,0.0,i,-30%,-1%,0,1%
CCc1nc2ccccc2c(C(=O)Oc2ccc(C(=O)OC)cc2)c1C,u,-8%,-6%,-0.1,i,u,4%,2,-3%
Cc1cc(=O)[nH]c(N/N=C/c2cccs2)n1,-3%,4%,4%,-3.7,i,0%,-11%,0,-13%
O=Cc1ccc(-c2ccc([N+](=O)[O-])cc2Cl)o1,-2%,-16%,0%,1.8,-11%,-15%,12%,u,-1%
COc1cc(/C=C2/N=C(C3CCCCC3)OC2=O)cc(OC)c1OC,5%,20%,0%,-1.3,i,0%,2%,-2,-20%
CCC(=O)Nc1cccc(C2=NOC3(C2)C[C@@H](C(N)=O)N(C(=O)C2(C)CC2)C3)c1 (some centres not stated),11%,4%,2%,-0.2,-19%,7%,0%,1,-8%
Cc1ccc(/C=N/N2CCN(c3ccccc3)CC2)cc1,6%,3%,8%,-3.1,-5%,8%,7%,2,1%
CCN1C(=NCC(C)C)N[C@@H](c2cccc(C(F)(F)F)c2)C(C(=O)OC)=C1C,-17%,5%,-16%,-0.4,-11%,u,-1%,0,6%
O=C(CS(=O)(=O)c1ccccc1)Nc1ccc(S(=O)(=O)Nc2ccccn2)cc1,11%,-13%,2%,-0.2,i,19%,16%,0,-4%
Cc1onc(-c2c(F)cccc2Cl)c1C(=O)OCc1nnc(-c2ccccc2)o1,-1%,15%,17%,-0.5,-29%,u,14%,1,-7%
COc1ccccc1C(=O)NNC(=O)c1nn(Cc2ccccc2)c(=O)c2ccccc12,10µM*,-9%,4%,-3.6,i,u,10%,1,-12%
CCN1C=C(C(=O)c2ccccc2)C(=O)CC1,1%,-12%,-22%,0.0,6%,10%,-2%,-16,-6%
Cc1ccc(NC(=S)NCc2ccc3c(c2)cc(C)n3C)c(C)c1,22%,-27%,5%,-1.1,-25%,u,-2%,-24,19µM*
NS(=O)(=O)c1ccc(NC(=S)NCc2ccccc2)cc1,6%,-9%,-3%,-0.2,i,15%,-3%,-19,12µM*
CN(c1cccc(NC(=O)c2ccc(CN3CCc4ccccc4C3)cc2)c1)S(C)(=O)=O,-2%,-4%,5%,0.6,-38%,u,3%,0,2%
CC(OC(=O)c1cc(Br)ccc1O)C(=O)Nc1ccc(S(=O)(=O)N2CCCC2)cc1 (configuration not stated),u,-18%,18%,-0.4,-59%[inhibitor],u,-23%,6,-12%
C=CCN1N=C(c2ccc(NC(=O)c3ccccc3)cc2)CSC1=O,-7%,-18%,7%,-0.7,-2%,7%,6%,4,-7%
O=C(COc1ccc([N+](=O)[O-])cc1)Nc1ccc(NC(=O)c2ccccc2)cc1,22%,5%,-6%,3.5,-9%,21%,-3%,-15,-2%
O=C(c1ccco1)n1nc(NCc2ccccc2)nc1NCc1ccccc1,19%,-13%,28%,0.0,i,u,6%,2,2%

# Single entries from the results shown:
# EPAC1 agonist result of O=C(COc1ccc([N+](=O)[O-])cc1)Nc1ccc(NC(=O)c2ccccc2)cc1 stands at -6%
# GLP-1R inv ag result of COC(=O)C[C@@H]1C[C@H]2c3cc(NC(=O)Nc4ccccc4F)ccc3O[C@H]2[C@H](CO)O1 stands at -29%
# PI5P4K alpha inh result of CC(OCC(O)CN(C)Cc1nc2ccccc2c(=O)[nH]1)c1ccc(Cl)cc1 (configuration not stated) stands at -9
# PLK1 PBD block result of Cc1onc(-c2c(F)cccc2Cl)c1C(=O)OCc1nnc(-c2ccccc2)o1 stands at -7%
# HEK293 tox result of NS(=O)(=O)c1ccc(NC(=S)NCc2ccccc2)cc1 stands at 6%
# HEK293 tox result of Cc1cc(=O)[nH]c(N/N=C/c2cccs2)n1 stands at -3%

# The main list resumes, starting three compounds before the break.
SMILES,HEK293 tox,EPAC1 antagonist,EPAC1 agonist,IL-2 act,PTHR1 ag,GLP-1R inv ag,GLP1R ag,PI5P4K alpha inh,PLK1 PBD block
C=CCN1N=C(c2ccc(NC(=O)c3ccccc3)cc2)CSC1=O,-7%,-18%,7%,-0.7,-2%,7%,6%,4,-7%
O=C(COc1ccc([N+](=O)[O-])cc1)Nc1ccc(NC(=O)c2ccccc2)cc1,22%,5%,-6%,3.5,-9%,21%,-3%,-15,-2%
O=C(c1ccco1)n1nc(NCc2ccccc2)nc1NCc1ccccc1,19%,-13%,28%,0.0,i,u,6%,2,2%
CCOC(=O)C1CCN(C(=S)Nc2cc(OC)c(OC)cc2C(=O)OC)CC1,-4%,7%,-2%,-0.8,i,34%[activator],-6%,x,-1%
CCOc1cc(CN2CCCC(CNC(=O)c3ccc(F)cc3)C2)ccc1OC (configuration not stated),4%,-5%,11%,1.0,i,7%,12%,-1,-5%
CSc1ccc(C2NC(=O)c3ccccc3N2)cc1 (configuration not stated),-13%,19%,6%,0.1,-8%,-32%,26%,-3,-1%
Cn1c(=O)n(Cc2ccc(Cl)cc2)c(=O)c2c1nc1n2CCN1Cc1ccco1,-20%,14%,5%,-0.8,i,0%,-1%,-1,-1%
Cc1nn(-c2ccccc2)c(C)c1NC(=O)COC(=O)c1cc([N+](=O)[O-])ccc1NCCO,-22%,-10%,-3%,0.3,i,49%[activator],6%,0,-9%
CNC(=S)NNC(=O)c1ccc(C(C)(C)C)cc1,-10%,-6%,-9%,-0.4,i,-14%,-3%,-7,-12%
COC(=O)c1ccc(CNC(=O)CN(CCC(C)C)S(=O)(=O)c2ccc3c(c2)OCCO3)cc1,-4%,11%,-15%,-6.7,-7%,-1%,1%,6,-1%
COC(=O)N1CCCCC1c1cc(C(=O)NCc2ccc(F)cc2)no1 (configuration not stated),6%,-5%,-9%,3.0,i,5%,15%,3,3%
S=c1[nH]c(-c2ccc(Br)cc2)cn1CCc1ccccc1,14%,-1%,-2%,-1.3,i,10%,5%,-13,-4%
COC(=O)c1ccc(CS(=O)(=O)c2ccccc2C)o1,-8%,6%,3%,-1.0,-21%,0%,-11%,x,-5%
COc1cc(C(=O)NCCC(=O)NC(C)C)cc(OC)c1OC,12%,10%,-6%,-1.6,i,13%,0%,-3,-23%
Cc1occc1C(=O)N/N=C/c1cccs1,1%,-5%,5%,2.0,-17%[57.5 µM],-16%,2%,x,-1%
CCOc1ccc2[nH]c(=O)c(CN(Cc3ccc(F)cc3)C(=O)N3CCCC3)cc2c1,-6%,-3%,-1%,-0.5,-25%[57.5 µM],-2%,14%,-1,-6%
CCOC(=O)C1CCCN(C(=O)c2ccc(OC)cc2OC)CC1 (configuration not stated),3%,1%,-8%,-0.4,i,4%,-6%,0,10%
Cc1ccc(N2C(=O)CN(Cc3ccccc3)C2=S)cc1C,-3%,-12%,1%,0.0,-12%,u,3%,7,-2%
COc1ccc(C2c3[nH]c4ccccc4c3C[C@H]3C(=O)N(c4ccccc4C(=O)NCCN4CCOCC4)C(=O)N23)cc1 (some centres not stated),2%,1%,-19%,1.2,-4%,-25%,6%,6,2%
CCc1c(C)sc(NC(=O)Cc2ccccc2OC)c1C(=O)N1CCOCC1,1%,-21%,-5%,0.3,-24%,12%,-1%,4,-5%
COc1ccc(C(=O)N/C(=C\c2cn(C)c3ccccc23)C(=O)N2CCOCC2)cc1,-13%,-10%,-18%,-0.6,-16%,5%,0%,-5,-10%
O=C(CCCCCn1c(=S)[nH]c2ccc(N3CCOCC3)cc2c1=O)NCc1ccccc1Cl,-11%[7.66 µM],0%,2%,1.2,-21%,-17%[7.66 µM],4%,-9,-11%
COc1ccc(OC)c(NC(=O)NCCc2c[nH]c3ccccc23)c1,5%,-1%,5%,16,-21%,u,6%,-2,8%
CC1CCCN(c2ccc3nc4ccccc4c(=O)n3n2)C1 (configuration not stated),3%,-3%,0%,2.2,-41%[inhibitor],5µM*,-3%,3,u
CN(CC(=O)NC1CCCCC1)S(=O)(=O)c1cccc2nsnc12,1%,1%,9%,-0.8,i,21%,0%,x,-7%
COC(=O)c1ccccc1NC(=O)c1ccc(F)cc1,3%,-6%,-3%,-3.5,-10%,40%[activator],14%,1,-2%

# Entries listed above shown as hits in PLK1 PBD block:
mol,EPAC1 antagonist,PTHR1 ag,GLP-1R inv ag,GLP1R ag,PI5P4K alpha inh,PLK1 PBD block
Cc1ccc(NC(=S)NCc2ccc3c(c2)cc(C)n3C)c(C)c1,-27%,-25%,u,-2%,-24,19µM*
NS(=O)(=O)c1ccc(NC(=S)NCc2ccccc2)cc1,-9%,i,15%,-3%,-19,12µM*

# Screening data as filed in PubChem.

# An excerpt, so the mix of outcomes need not match the whole.
